Compound activity deposited in PubChem BioAssay by several laboratories.
Diaph inh CS – diaphorase inhibitors and chemical oxidizers, primary screen, counter-screen for diaphorase-coupled primary assays, biochemical, uHTS, resorufin fluorescence. diaphorase resazurin-to-resorufin fluorescence, NADH, 16 min; bacterial (C. kluyveri) enzyme, not human. inhibition, % at 20 µM. 0.69% of 190,000 active. AID 1217, 2008;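 active means primary screen inhibition at 20 µM above a set limit, cut at about 50% in these data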;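 further: plate controls were DMSO with full reaction for no effect and wells lacking NADH for full effect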
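Test system: Clostridium kluyveri diaphorase enzyme / Quantity: diaphorase at 0.14 U/mL in enzyme working solution / Incubation: 16-min room-temperature incubation before reading / Benchmarks: NADH-free wells as positive control, DMSO-only neutral wells / Signal: resorufin fluorescence 544/590 nm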
TNAP act hiacc – TNAP activators at high phosphate acceptor level, primary screen, biochemical, luminescence, uHTS. purified TNAP, CDP-star luminescence, 1 M DEA, 30 min; hits give high values; 0 = EDTA background, 1 = DMSO-only activity. activation factor at 20 µM. 200,000 tested, under 10 active. AID 1136, 2008;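 active means activation factor at least 2 at 20 µM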
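Test system – human TNAP · Doses – 20 µM single point · Incubation – 30 min, room temperature · Signal – luminescent substrate turnover signal · Read-out basis – activation factor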
PMI act hi M6P – human PMI activators, high substrate, primary screen, biochemical, fluorescence intensity, near-saturating mannose 6-phosphate; Mannose-6-phosphate isomerase (Homo sapiens), P34949; activation factor at 20 µM; 0.34% of 190,000 active; coupled PMI enzyme assay, resazurin fluorescence, 20 min; hits give high values; 1 = untreated enzyme, 0 = substrate-free blank;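 active means activation factor of 2 or more at 20 µM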
Target sequence (P34949 whole entry, looked up): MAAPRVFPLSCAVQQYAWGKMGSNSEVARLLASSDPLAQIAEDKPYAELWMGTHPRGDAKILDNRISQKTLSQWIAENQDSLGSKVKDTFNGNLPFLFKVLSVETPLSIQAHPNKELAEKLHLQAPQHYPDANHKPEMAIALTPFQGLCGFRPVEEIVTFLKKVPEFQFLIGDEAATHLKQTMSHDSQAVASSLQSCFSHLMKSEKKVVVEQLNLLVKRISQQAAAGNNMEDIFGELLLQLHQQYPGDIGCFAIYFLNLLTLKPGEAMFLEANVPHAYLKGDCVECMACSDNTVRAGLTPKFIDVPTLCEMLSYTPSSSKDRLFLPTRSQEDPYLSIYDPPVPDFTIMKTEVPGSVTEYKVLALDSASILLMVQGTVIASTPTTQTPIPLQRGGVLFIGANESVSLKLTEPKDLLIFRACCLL
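Material: human phosphomannose isomerase with PGI, G6PDH, diaphorase coupling enzymes; amount: PMI at 15 ng/mL final; also added: Mannose-6-phosphate 1.0 mM (near-saturating) plus 0.22 mM NADP+; incubation: enzyme reaction with compound 20 min at room temperature; signal: resorufin fluorescence (Ex 544/Em 590 nm) from resazurin via diaphorase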
TNAP inh noacc – human TNAP enzyme inhibitors, primary screen, biochemical, luminescent, no phosphate acceptor, uHTS; Alkaline phosphatase, tissue-nonspecific isozyme (Homo sapiens), P05186; purified TNAP, CDP-star luminescence, 30 min; inhibition, % at 20 µM; 0.26% of 200,000 active;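 active means tissue-nonspecific alkaline phosphatase inhibition above about 50% at 20 µM in the single-dose screen, limit read from the data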;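 further: 0% = DMSO negative control and 100% = EDTA positive control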
HMGR II inh – inhibitors of E. faecalis class II HMGR, primary screen, biochemical, Enterococcus faecalis; purified E. faecalis HMGR, NADPH absorbance 340 nm kinetic; inhibition, % at 10 µM; 0.41% of 190,000 active; AID 1066, 2008;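 active means inhibition above a set limit, the median over all tested compounds plus 3 SD, cut at about 9.5% in these data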;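 further: enzyme runs in reverse so mevalonate oxidation gives rising NADPH absorbance; 0% = complete reaction with DMSO and 100% = background rate lacking mevalonate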
Diaphorase act – compounds boosting diaphorase resazurin reduction – biochemical, uHTS, resorufin fluorescence, counter-screen for diaphorase-coupled primary assays, primary screen; activation factor at 20 µM; 0.005% of 190,000 active; Diaphorase/resazurin coupled assay, 16 min; hits give high values; 1 = vehicle wells, 0 = NADH-free wells; AID 1229, 2008;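 active means diaphorase activity raised at least twofold by the compound at 20 µM; inactive means activation factor below 2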
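Material: purified diaphorase enzyme from Clostridium kluyveri; Also added: 0.114 mM NADH and 0.1 mM resazurin, final amounts; Doses: single compound dose of 20 µM, 1% DMSO final; Times: 16 min enzyme reaction, ambient temperature; Detection: resorufin fluorescence, excitation 544 nm, emission 590 nm; Measure: increased resorufin signal from activators or reducing compounds.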
PMI activator – activators of human PMI, primary screen, biochemical, fluorescence intensity, near-Km mannose 6-phosphate | purified human PMI, coupled resazurin fluorescence, 20 min; hits give high values; 1 = vehicle control, 0 substrate-free wells | AID 1214, 2008 | activation factor at 20 µM | 0.005% of 190,000 active | Mannose-6-phosphate isomerase (Homo sapiens), P34949;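 active means activation factor of 2 or more at 20 µM, relative to plate controls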
TNAP inh hi DEA – human TNAP enzyme inhibitors, primary screen, biochemical, luminescent, high phosphate acceptor level, uHTS; purified TNAP, CDP-star luminescence, 1 M DEA; Alkaline phosphatase, tissue-nonspecific isozyme (Homo sapiens), P05186; 0.03% of 200,000 active; inhibition, % at 20 µM;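 active means over 50% inhibition of tissue-nonspecific alkaline phosphatase at 20 µM in the single-dose screen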;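 further: plate controls were DMSO wells for no effect and EDTA-quenched wells as full inhibition for full effect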
G6PDH CS – L. mesenteroides G6PDH inhibitors, counter-screen for G6PDH-coupled screening assays, biochemical, Leuconostoc mesenteroides enzyme; AID 1020, 2008; Purified L. mesenteroides G6PDH, diaphorase/resazurin coupled fluorescence, 45 min; 0.12% of 200,000 active; inhibition, % at 5 µM; in the data active means inhibition above about 50%
FLuc act counter – FLuc activators, initial screening, artefact control for FLuc-dependent activation tests, biochemical, ATPlite luminescence; activation factor at 10 µM; 200,000 tested, under 10 active; ATPlite luciferase biochemical, 10 min; 0 = ATP-free wells, 1 = DMSO control; AID 1027, 2008;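 active means luciferase activation factor, scaled between plate controls, of at least 2 with compound at 10 µM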
Target sequence (P08659 whole entry, looked up): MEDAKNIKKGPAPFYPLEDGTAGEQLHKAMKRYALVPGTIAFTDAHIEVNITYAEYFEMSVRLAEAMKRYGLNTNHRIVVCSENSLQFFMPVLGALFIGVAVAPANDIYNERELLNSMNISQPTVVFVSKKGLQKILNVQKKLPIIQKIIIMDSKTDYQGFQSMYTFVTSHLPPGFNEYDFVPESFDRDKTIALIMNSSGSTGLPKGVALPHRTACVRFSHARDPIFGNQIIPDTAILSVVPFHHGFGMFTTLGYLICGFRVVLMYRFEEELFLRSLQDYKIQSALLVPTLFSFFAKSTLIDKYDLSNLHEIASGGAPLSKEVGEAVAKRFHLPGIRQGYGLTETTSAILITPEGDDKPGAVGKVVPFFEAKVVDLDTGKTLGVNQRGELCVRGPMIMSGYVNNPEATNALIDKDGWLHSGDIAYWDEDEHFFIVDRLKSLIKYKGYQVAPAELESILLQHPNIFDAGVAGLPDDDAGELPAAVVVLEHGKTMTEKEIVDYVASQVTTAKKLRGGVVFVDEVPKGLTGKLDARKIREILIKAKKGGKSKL
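Assay system – cell-free luciferase reagent · Medium – PBS-based ATP solution · Dosing – test compounds dosed from 2 mM stocks in 100% DMSO · Timing – 10 min, room temperature · Technique – light output (luminescence) · Measure – luminescence gain marking luciferase activators · Controls – No-ATP low control, compound-free enzyme-plus-ATP high control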
* = called active by the depositor; . = not tested or not shown. The order is random. About 1.7% of those tested had a hit in this group.

SMILES | Diaph inh CS | TNAP act hiacc | PMI act hi M6P | TNAP inh noacc | HMGR II inh | Diaphorase act | PMI activator | TNAP inh hi DEA | G6PDH CS | FLuc act counter
Fc1ccc(-c2cc(C(F)(F)F)nc(-n3cc(Cl)cn3)n2)cc1 | 20.2 | 1.1 | 0.9 | -13.0 | -1.4 | 0.8 | 1 | -5.1 | 0.9 | 1.1
O=C(O)CCSc1nc2ccccc2c(=O)[nH]1 | 7.6 | 1 | 1 | -3.8 | -1.9 | 0.9 | 1 | 1.6 | 3.5 | 1
Cc1nc(N2CCOCC2)c(C#N)c2c1COC(C)(C)C2 | 7.2 | 1 | 1 | -1.3 | 1.3 | 0.9 | 1 | 0.7 | 7.6 | 1
CCN(CCCCCCN)c1ccc2c(=O)[nH][nH]c(=O)c2c1 | 2.7 | 1 | 1 | 4.3 | -2.0 | 1 | 1 | -0.7 | 9.8 | 0.9
COc1ccc(NC(=O)N2CC(C)OC(C)C2)cc1OC (stereo unspecified) | -12.6 | 1.1 | 1.1 | -3.7 | -1.8 | 1.1 | 1 | -6.5 | 13.5 | 1.1
Cn1c(C(=O)NC2CCCCC2)cc2sccc21 | 11.2 | 1.1 | 1.1 | -7.9 | 1.2 | 0.9 | 1.1 | -5.2 | 2.7 | 0.8
CC1CC(=O)NN=C1c1ccc(N(C)C)c([N+](=O)[O-])c1 (stereo unspecified) | 21.5 | 0.9 | 1 | -6.2 | -0.8 | 0.8 | 0.9 | 5.0 | -1.8 | 1
C=CCNC(=O)/C(C#N)=C/c1cn(-c2ccccc2)nc1-c1ccc(OC)c([N+](=O)[O-])c1 | 4.7 | 1 | 1 | 3.0 | -0.2 | 1 | 1 | -1.8 | -17.8 | 1
COc1ccc(C(=O)c2c(C)oc3ccc(O)c(CN4CCOCC4)c23)cc1 | -1.8 | 1 | 1.1 | -18.4 | -2.3 | 1 | 1 | 0.1 | -3.2 | 1
Clc1ccc(Sc2cc(Cl)c(-c3ccccc3)nn2)cc1 | 6.2 | 1 | 1 | -6.9 | 1.0 | 0.9 | 0.9 | -4.6 | 12.8 | 1
C=CCSC1=NN2CCS(=O)(=O)N=C2S1 | -2.6 | 1 | 1 | -16.2 | 1.0 | 1 | 1.1 | -4.0 | 11.2 | 1
Cc1ccc(SCCNC(=O)CN2C(=O)c3ccccc3S2(=O)=O)cc1 | 6.3 | 1.1 | 1 | -13.9 | -0.3 | 0.9 | 1 | -7.4 | 13.4 | 1
CCOC(=O)c1cnn(-c2c(Cc3ccccc3)c(C)nc3c(-c4ccccc4)c(C)nn23)c1N | 15.2 | 1.1 | 0.9 | -6.5 | 3.6 | 0.8 | 0.9 | -5.1 | -1.0 | 1
NNC(=O)C(=O)NCCCN1CCOCC1 | -0.7 | 1 | 1.1 | -17.7 | -5.4 | 1 | 1.1 | -2.8 | 10.7 | 1.1
COc1ccc(N(C(=O)c2ccc(Br)o2)C2C=CS(=O)(=O)C2)cc1 (stereo unspecified) | -6.2 | 1.1 | 1 | -11.3 | -2.8 | 1.1 | 1 | -7.7 | 11.3 | 1
O=C1c2cccnc2Nc2ccccc2N1CCCF | -18.2 | 0.9 | 1.1 | 2.5 | -2.4 | 1.2 | 1 | 7.5 | -1.8 | 1
COc1cccc(C(=O)Nc2ccc(S(=O)(=O)Nc3cc(C)nc(C)n3)cc2)c1 | . | 1 | . | -10.0 | -5.1 | . | . | -4.1 | 11.2 | 1
COc1ccc(C(C(=O)NC(C)(C)C)N(Cc2ccccc2)C(=O)CCC(=O)Nc2cc(C)on2)cc1 (stereo unspecified) | 7.4 | 1 | 1 | -5.3 | -0.3 | 0.9 | 0.9 | -2.7 | 12.8 | 1
COc1ccc(NC(=O)COC(=O)c2c(-c3ccccc3)noc2C)cc1 | -4.3 | 1 | 1.1 | -10.0 | -1.5 | 1 | 1.1 | -3.7 | 2.7 | 1
CCOc1cc(N2CCOCC2)c(OCC)cc1NC(=O)COC(=O)[C@@H]1CCCN1S(=O)(=O)c1ccccc1F | 22.5 | 1 | 0.5 | 6.8 | -0.7 | 0.8 | 0.9 | -0.9 | 6.6 | 1
Cc1nc2ccccc2c2nc(NC(=O)Cc3ccccc3)nn12 | 13.2 | 1 | 0.9 | 2.0 | -1.6 | 0.9 | 0.8 | 3.8 | 0.7 | 1
CCNC(=O)/C(C#N)=C/c1c(N2CCN(Cc3ccc4c(c3)OCO4)CC2)nc2c(C)cccn2c1=O | 12.9 | 1 | 0.9 | 5.1 | -1.7 | 0.9 | 0.9 | 4.7 | -19.5 | 1
COC(=O)C1=C(C)NC(=O)NC1c1ccc(OCC(=O)N2CCCCC2)cc1 (stereo unspecified) | -15.6 | 1 | 1.1 | -1.1 | -0.5 | 1.2 | 1.1 | -4.0 | 5.6 | 1.1
COc1ccc(C2C3=C(Nc4ncnn42)c2ccccc2CCC3)cc1 (stereo unspecified) | 16.5 | 1 | 1 | -6.1 | 3.4 | 0.8 | 1 | -2.8 | 3.2 | 1.1
CC(NC(=O)OC(C)(C)C)C(=O)Oc1cc2oc(=O)cc(-c3ccccc3)c2cc1Cl (stereo unspecified) | 21.6 | 1 | 0.9 | -10.7 | -5.2 | 0.8 | 0.9 | -2.3 | -4.2 | 1

A few values from the list:
TNAP inh hi DEA result of COc1ccc(C(C(=O)NC(C)(C)C)N(Cc2ccccc2)C(=O)CCC(=O)Nc2cc(C)on2)cc1 (stereo unspecified) → -2.7
Diaphorase act result of Cc1nc(N2CCOCC2)c(C#N)c2c1COC(C)(C)C2 → 0.9
TNAP inh noacc result of COC(=O)C1=C(C)NC(=O)NC1c1ccc(OCC(=O)N2CCCCC2)cc1 (stereo unspecified) → -1.1
Diaphorase act result of COc1ccc(N(C(=O)c2ccc(Br)o2)C2C=CS(=O)(=O)C2)cc1 (stereo unspecified) → 1.1
HMGR II inh result of C=CCSC1=NN2CCS(=O)(=O)N=C2S1 → 1.0

Two compounds from above, showing only TNAP inh noacc.
molecule,TNAP inh noacc
COc1ccc(C(C(=O)NC(C)(C)C)N(Cc2ccccc2)C(=O)CCC(=O)Nc2cc(C)on2)cc1 (stereo unspecified),-5.3
COc1ccc(NC(=O)COC(=O)c2c(-c3ccccc3)noc2C)cc1,-10.0

The list goes on:
SMILES | Diaph inh CS | TNAP act hiacc | PMI act hi M6P | TNAP inh noacc | HMGR II inh | Diaphorase act | PMI activator | TNAP inh hi DEA | G6PDH CS | FLuc act counter
COc1cccc(C(=O)NC2CCSC2=O)c1 (stereo unspecified) | 3.2 | 1 | 1.1 | -2.3 | -0.8 | 1 | 1.1 | 0.0 | 13.2 | 1
COc1ccc(/C=N/Nc2ncnc3sc4c(c23)CCCC4)cc1OC | 11.8 | 1 | 1.1 | -40.9 | 0.9 | 0.9 | 1 | -3.3 | -18.1 | 0.9
CC(=O)NCCn1c(SCC#N)nc2ccccc2c1=O | -5.9 | 1 | 1 | -7.0 | -0.5 | 1.1 | 1 | -3.1 | 2.3 | 1
CC(=O)Oc1ccc2cc(-c3nc4ccccc4n3C)c(=O)oc2c1 | 12.3 | 1.3 | 0.9 | -17.6 | -6.0 | 0.9 | 1 | -25.5 | 2.0 | 1
CCOc1ccccc1NS(=O)(=O)c1ccc(OC)c(OC)c1 | 17.2 | 1 | 1 | -1.8 | -1.0 | 0.8 | 1 | -3.6 | 3.0 | 1.1
c1ccc2c(c1)[nH]c1c(N3CCCC3)ncnc12 | 15.7 | 1 | 0.9 | -11.0 | -6.2 | 0.8 | 0.8 | 0.7 | 2.4 | 1
O=C(O)c1ccccc1N1C(=O)C2C3c4ccccc4C(Br)(c4ccccc43)C2C1=O (stereo unspecified) | 5.9 | 1 | 1 | -3.8 | -5.2 | 0.9 | 1 | -4.7 | 21.1 | 1
CCN(CC(=O)Nc1ccc2c(c1)OCCO2)S(=O)(=O)c1cccs1 | -3.9 | 1.1 | 0.8 | -9.3 | 3.0 | 1 | 0.7 | -5.2 | -0.1 | 1
COc1ccc(/C(N)=N/OC(=O)c2cc(-c3ccccc3)nc3ccccc23)cc1 | 12.7 | 1 | 0.9 | -0.5 | -1.0 | 0.9 | 0.8 | 1.0 | 2.2 | 0.9
CC(C)(C)n1nnnc1C(c1ccc2ncccc2c1)N1CCSCC1 (stereo unspecified) | 13.7 | 1 | 1.1 | -10.3 | 0.8 | 0.9 | 1.2 | -4.9 | 3.9 | 1.1
O=C(NCc1cccs1)c1cc(-c2cccc(Cl)c2)on1 | 12.0 | 1 | 0.9 | -12.2 | -1.5 | 0.9 | 1 | -1.1 | 7.3 | 1
COc1ccc(S(=O)(=O)N2CCN(C(=O)NCc3ccccc3)CC2)cc1 | 17.9 | 1 | 0.9 | -0.6 | -2.1 | 0.8 | 1 | -4.0 | -0.8 | 1.1
Cc1ccc(-c2nc(CSCC(=O)N3CCN(c4ccccn4)CC3)c(C)o2)cc1 | 20.1 | 1 | 1 | 2.0 | -0.4 | 0.8 | 0.9 | -4.0 | 13.3 | 1
Cc1ccc2nc(SCCC#N)nc(C)c2c1 | 4.8 | 1 | 1 | -11.3 | -7.0 | 1 | 0.9 | -4.9 | -4.2 | 1
Cc1ccc(-c2nnn(CC(=O)NC3CCCc4ccccc43)n2)cc1 (stereo unspecified) | 1.5 | 1.1 | 0.9 | -6.2 | -1.0 | 1 | 1.1 | -6.8 | 10.3 | 1.1
COc1ccccc1-c1cc(C(F)(F)F)nc(N2CCN(c3ccccc3)CC2)n1 | 12.8 | 1 | 0.9 | -6.7 | -0.5 | 0.9 | 0.9 | 0.0 | 4.0 | 1.1
